# From PubChem BioAssay
# M. tuberculosis – growth inhibition of non-replicating M. tuberculosis (AID 488890). Mycobacterium tuberculosis non-replicating, growth inhibition; higher % means a stronger effect. inhibition, % at 25 µM, or IC50 in µM where a hit was titrated. actives 0.39% (n = 320,000); in the data active = a potency from the dose series; inconclusive = inhibition mostly from about 82% at the one dose, without a potency; inactive = the rest, 99 in 100 with inhibition below about 76%;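 also: plate controls were DMSO cells for no effect and high antibiotic wells for full effect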
# PhoP GFP inhibition – PhoP regulon inhibitors, Salmonella typhi PhoP promoter GFP reporter, confirmatory (AID 1850); Salmonella Typhi PhoP-promoter GFP reporter, fluorescence, 4 h; higher % means a stronger effect; inhibition, % at 50 µM, or IC50 in µM where a hit was titrated; actives 0.33% (n = 310,000); in the data active = a potency from the dose series; inconclusive = inhibition mostly from about 25% at the one dose, without a potency; inactive = the rest, 99 in 100 with inhibition below about 19%;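 also: 0% = induced wells with vehicle and 100% = uninduced wells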
# inhibitors of VEEV – inhibitors of VEEV TC-83 cytopathic effect, confirmation, Vero cells (AID 588727); Vero cells, VEEV TC-83 cytopathic effect inhibition; higher % means a stronger effect; inhibition, % at 20 µM; hits with a dose series show IC50 in µM; actives 0.13% (n = 350,000); in the data active = a potency from the dose series; inconclusive = inhibition mostly from about 14% at the one dose, without a potency; inactive = the rest, 99 in 100 with inhibition below about 12%; also: strong numbers were not always called active
# M. tuberculosis HTS – M. tuberculosis growth inhibition, HTS (AID 449762); M. tuberculosis H37Rv growth inhibition, 7H9 media; higher % means a stronger effect; actives 0.59% (n = 330,000); inhibition, % at 25 µM; hits with a dose series show IC50 in µM; in the data active = a potency from the dose series; inconclusive = inhibition above about 70% without an active follow-up result;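 also: bacterial growth assessed after seven days of incubation; strong numbers were not always called active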
# influenza NS1A – H1N1 influenza NS1A inhibitors, functional cell based assay (AID 504329); NS1A functional cell-based assay, percent inhibition; higher % means a stronger effect; inhibition, % at 12.5 µM, or IC50 in µM where a hit was titrated; actives 0.3% (n = 340,000); in the data active = a potency from the dose series; inconclusive = inhibition above about 27% without an active follow-up result; also: strong numbers were not always called active
# inhibitors of VEEV 10K pilot screen – recorded beside inhibitors of VEEV, whose call it bears; inhibition, %; measured here: 10K pilot screen inhibition
# * hit, by the source's call; i = inactive; ? = inconclusive; / = not tested or not shown.
SMILES,M. tuberculosis,PhoP GFP inhibition,inhibitors of VEEV,M. tuberculosis HTS,influenza NS1A,others
COc1ccccc1CNC(=O)C(=O)NCCC1CCCCN1S(=O)(=O)c1cccs1 (centres undefined),17%,-9%,7.2%,11%,2%,
CO/N=C1\CCn2c1c(C)c1ccccc12,0%,1%,0.0%,-4%,14%,
CCCN1CCc2c(sc3nc(SCC)n(-c4ccc(OC)cc4)c(=O)c23)C1,/,/,0.3%,/,2%,
CCOC(=O)C1=C(c2ccccc2)O/C(=C(\C(=O)OC)C(F)(F)F)S1,-12%,4%,i,0%,7%,
Cc1cc(C)n2c(SCC(C)C)nnc2n1,-13%,2%,0.7%,-10%,-19%,
Cc1ccc(NC(=O)c2ccccc2OCC(=O)Nc2ccccc2F)cc1S(=O)(=O)N(C)C,33%,/,4.8%,-12%,-3%,
CCc1ccc(N(CC(=O)Nc2ccccc2C(=O)N2CCCC2)S(C)(=O)=O)cc1,12%,8%,3.3%,0%,8%,
Cc1ccc(CNC(=O)CCCn2c(=O)[nH]c3ccccc3c2=O)cc1,17%,-2%,5.2%,-13%,3%,
O=C(OCC(=O)N1CCN(C(=O)c2ccco2)CC1)c1cc(-c2cccc(Br)c2)nc2ccccc12,23%,6%,i,95µM*,-6%,
N/C(=N\OC(=O)c1cccc([N+](=O)[O-])c1)c1cccnc1,-7%,2%,0.8%,-3%,-10%,

# Among those listed so far, two contain a thiophene ring, fused or not.
SMILES,M. tuberculosis,PhoP GFP inhibition,inhibitors of VEEV,M. tuberculosis HTS,influenza NS1A,others
COc1ccccc1CNC(=O)C(=O)NCCC1CCCCN1S(=O)(=O)c1cccs1 (centres undefined),17%,-9%,7.2%,11%,2%,
CCCN1CCc2c(sc3nc(SCC)n(-c4ccc(OC)cc4)c(=O)c23)C1,/,/,0.3%,/,2%,

# (more compounds)
SMILES,M. tuberculosis,PhoP GFP inhibition,inhibitors of VEEV,M. tuberculosis HTS,influenza NS1A,others
CCOC(=O)C1=C(COC(=O)c2cccs2)NC(=O)NC1C (centres undefined),-16%,0%,3.0%,-6%,-4%,
Cc1ccc(C)c(NC(=O)CN(C)C(=O)Cc2ccc(Cl)cc2Cl)c1,6%,-21%,0.8%,2%,5%,
N[C@@H](Cc1c[nH]c2ccccc12)c1nnc(SCc2ccc(Cl)cc2)o1,74%,-3%,i,-1%,-4%,inhibitors of VEEV 10K pilot screen=0.2
Cc1ccc(C)c(NC2=NS(=O)(=O)c3ccccc32)c1,4%,-10%,1.0%,4%,0%,
COC(=O)c1c(NS(=O)(=O)c2ccc(C)cc2)sc2c1CCC(C)C2 (centres undefined),54%,-2%,i,-5%,1%,inhibitors of VEEV 10K pilot screen=2.7
C/C(=N\N=C(c1ccccc1)c1ccccc1)c1cccs1,3%,5%,0.9%,12%,2%,
CCOc1ccc2c(c1)N(C(=O)CN1C(=O)CCC1=O)C(C)(C)C=C2C,4%,-4%,0.6%,-4%,-8%,
CC(=O)Nc1ccc(C(=O)Cn2nnc3ccccc3c2=O)cc1,10%,-7%,i,0%,0%,
Cc1cc(C)cc(NC(=O)N2CCCCCCC2)c1,36%,4%,0.3%,9%,6%,
CCCCOc1ccc(/C=C/C(=O)OCC(=O)N2CC(=O)Nc3ccccc32)cc1OCC,7%,8%,2.2%,-9%,7%,
COc1ccc(-c2cc(C(=O)N3CCN(C(c4ccccc4)c4ccccc4)CC3)no2)cc1,-3%,-5%,i,10%,2%,
COc1cccc(CNC(=O)CCNC(=O)c2ccc(Br)o2)c1,-11%,-2%,1.9%,-9%,-4%,
Cc1ccc(Nc2ncnc3sc(C)c(C)c23)cc1C,13%,-2%,3.0%,2%,-4%,
Cc1ccccc1OCC(=O)NCC1CCCO1 (centres undefined),2%,-9%,i,-1%,1%,
CCOc1ccccc1NC(=O)CSc1nnc(-c2cnccn2)n1C,0%,-8%,2.9%,-11%,2%,
O=C1CC(=O)N(Cc2ccccc2)C(=O)N1CCCCCCN1C(=O)CC(=O)N(Cc2ccccc2)C1=O,-4%,5%,0.3%,-4%,/,
CCN(Cc1ccccc1)C(=O)c1cc2c(OC)c(OC)c(OC)cc2[nH]1,13%,-8%,7.8%,1%,0%,
CC(=O)c1ccc(NC(=S)NCC(c2ccco2)N2CCCC2)cc1 (centres undefined),3%,0%,1.7%,-12%,-4%,
Cc1ccc(NC(=O)c2sc(C)nc2C)c(C)c1,-2%,2%,0.1%,4%,17%,
COc1ccc(C2=CC(c3ccc(OC)c(OC)c3)c3c(c4ccccc4oc3=O)O2)cc1OC (centres undefined),15%,-10%,4.0%,5%,27%,
COc1cccc(/C=N/NC(=O)c2ccccc2)c1OS(=O)(=O)c1ccccc1,36%,-7%,7.9%,6%,8%,
Cc1cc(C(=O)N/N=C/c2ccc([N+](=O)[O-])s2)c2ccccc2n1,?,4%,5.9%,?,11%,
Cc1ccc(O)c(/C=N/NC(=O)c2[nH]ncc2Br)c1,-2%,6%,0.1%,-3%,27%,
CCOc1ccc(NC(=O)COc2ccc3c(c2)OCO3)cc1,i,6%,0.7%,?,0%,
Cc1cccc(C(=O)NCC(=O)OC(C)C(=O)Nc2ccc(Cl)cn2)c1 (centres undefined),-1%,8%,i,2%,0%,
Cc1c(C(N)=O)sc2ncn(CC(=O)NCCc3ccccc3)c(=O)c12,-10%,-6%,0.5%,-1%,-3%,
CCCC(C)NC(=O)C1CC(=O)N(CCc2ccc(F)cc2)C1 (centres undefined),-12%,-4%,0.6%,-8%,-7%,
O=C(COC(=O)/C=C/c1ccc(OC(F)F)cc1)NC1CCCCC1,6%,2%,0.8%,57%,-3%,
COc1ccc(NC(=O)N2CCN(S(C)(=O)=O)CC2)cc1,-1%,-12%,i,-6%,9%,
COc1ccc(CC(=O)NCC(=O)N/N=C/c2cc(Br)ccc2OC)cc1,13%,3%,2.5%,10%,5%,

# Reprinted at random: three records from the list.
SMILES,M. tuberculosis,PhoP GFP inhibition,inhibitors of VEEV,M. tuberculosis HTS,influenza NS1A,others
COc1ccc(CC(=O)NCC(=O)N/N=C/c2cc(Br)ccc2OC)cc1,13%,3%,2.5%,10%,5%,
COc1cccc(/C=N/NC(=O)c2ccccc2)c1OS(=O)(=O)c1ccccc1,36%,-7%,7.9%,6%,8%,
O=C(COC(=O)/C=C/c1ccc(OC(F)F)cc1)NC1CCCCC1,6%,2%,0.8%,57%,-3%,

# Remaining list, next part
SMILES,M. tuberculosis,PhoP GFP inhibition,inhibitors of VEEV,M. tuberculosis HTS,influenza NS1A,others
C/C(=N\NC(=O)c1ccc(CSc2nncn2C)cc1)c1ccc(C#N)cc1,-2%,4%,i,-5%,18%,
CCCCN(C(=O)CSc1nnc(-c2ccc(Cl)cc2)o1)c1c(N)n(CC(C)C)c(=O)[nH]c1=O,20%,/,0.5%,-8%,0%,
Cc1ccsc1CNC1C2CC3CC(C2)CC1C3 (centres undefined),-1%,4%,0.3%,-1%,-2%,
O=C(C[C@@H]1C/C=C\CCC(=O)O[C@H](c2ccccc2)CNC1=O)N[C@H](CO)Cc1ccccc1,5%,/,0.4%,-4%,-7%,
C(=N\n1cnnc1)/C1CCCCC1,0%,-19%,0.3%,0%,6%,
COC(=O)c1cc2ccccc2c([N+](=O)[O-])c1O,/,/,1.3%,/,6%,
CCC1(CC)C(=O)N(C)C(=O)NC1=Nc1ccccc1,-17%,-13%,5.6%,-3%,-11%,
Cc1ccc(-c2ccc(CCC(=O)O)n2-c2ccc(O)cc2)cc1,38%,-5%,1.7%,-8%,6%,
NS(=O)(=O)c1ccc(CNC(=O)c2cc(=O)c3cc(Cl)ccc3o2)cc1,0%,-16%,0.9%,8%,-8%,
CC(C)Cc1nc2n[nH]c(N)c2c2c1CCCC2,3%,14%,1.5%,-9%,1%,inhibitors of VEEV 10K pilot screen=3.0
CC(C)C[C@H](NC(=O)c1[nH]cnc1C(=O)Nc1ccc(CNC(=O)OC(C)(C)C)cc1)C(=O)OCc1ccccc1,28%,-25%,6.6%,1%,-5%,
O=C(O)C(F)=C(c1ccccc1)c1ccccc1,19%,-6%,2.2%,-2%,-2%,
CCCCn1c(CCC(=O)O)nc2cc(S(=O)(=O)N(C)C)ccc21,-7%,6%,3.1%,-1%,-2%,
CCOc1ccccc1NC(=O)CN1C(=O)CSC(C)C1=O (centres undefined),5%,4%,0.6%,-2%,3%,
Cc1ccc(C(=O)N2CCSCC2)cc1,1%,-2%,0.1%,-3%,3%,
N/C(=N\OC(=O)COc1ccc(Cl)cc1Cl)c1ccncc1,/,/,0.6%,/,-14%,
O=C(CC(C(=O)O)c1ccc(F)cc1)c1ccc(Cl)cc1 (centres undefined),-2%,-4%,1.2%,1%,-7%,
CCOC(=O)c1c(NC(=O)CSc2nnc(CNc3ccc(F)cc3)o2)sc(C)c1C,6%,5%,0.7%,-4%,-2%,
CCCCC1C2C(=O)N(c3ccc(C)cc3)C(=O)C2ON1c1ccccc1 (centres undefined),1%,6%,0.9%,-3%,/,
CCOC(=O)Cn1c(=O)oc2cc(S(=O)(=O)N3CCCC(C(=O)OCC)C3)ccc21 (centres undefined),/,1%,i,-1%,0%,
COC(=O)c1ccc(-c2noc(CN(C)CC3CCCCO3)n2)cc1 (centres undefined),37%,6%,0.5%,-7%,13%,
CCCCn1c(O)c(C(C)=Nc2ccc(OCC)cc2)c(=O)[nH]c1=O,77%,-11%,7.0%,0%,-15%,
O=C(CN1CCN(c2ncccn2)CC1)Nc1ccccc1C(F)(F)F,33%,-9%,i,0%,6%,
O=c1cnnc(NCc2ccccc2)[nH]1,-14%,-1%,0.7%,1%,29%,
CCc1cc(C(=O)N2CCN(S(=O)(=O)c3ccccc3F)CC2)sc1C,21%,/,6.6%,-4%,4%,
COc1cccc2c(=O)cc(C)n(CC(=O)Nc3cccc(C)c3)c12,52%,-4%,0.8%,5%,-1%,
c1ccc(Oc2c3ccccc3nc3ccccc23)cc1,24%,7%,/,59%,/,
N#Cc1ccccc1CN1C(=O)S/C(=C/c2cccn2-c2cccc(C(=O)O)c2)C1=O,20%,-4%,4.8%,14%,6%,
O=S(=O)(c1cccc(-c2cn3ccccc3n2)c1)N1CCCC1,1%,3%,0.7%,1%,1%,
CC1CN(c2nc3ccccc3nc2SCC(=O)Nc2ccc(F)cc2)CC(C)O1 (centres undefined),-12%,-7%,6.5%,-8%,-12%,inhibitors of VEEV 10K pilot screen=5.3
CC(=O)C1=C(O)C(=O)N(CCC(=O)O)C1c1ccccc1Cl (centres undefined),/,-5%,1.4%,/,22%,
COc1ccc2nc3oc(C(=O)N4CCC5(CC4)OCCO5)cc3cc2c1,3%,6%,1.5%,1%,-4%,
Fc1ccccc1-c1n[nH]c(=S)n1/N=C/c1c[nH]c2ccccc12,-13%,-11%,3.2%,3%,-21%,
COc1ccc(-c2c(C)[nH]n3c(=O)c(Cc4ccccc4)c(C)nc23)cc1OC,57%,-11%,7.3%,55%,-7%,
Cc1[nH]c2ccccc2c1C(=O)CN1CCN(c2ccc(Cl)cc2)CC1,-7%,-15%,0.5%,2%,-16%,
CC1(C)Cc2c(C#N)c(SCC(=O)c3ccccc3)nc(N3CCOCC3)c2CS1,14%,4%,i,8%,10%,
Cc1nnc(NC(=O)c2ccc(-c3ccc([N+](=O)[O-])cc3)o2)s1,1%,-8%,7.2%,4%,-4%,
Cc1cc(C)n(CC(=O)O)c(=O)c1[N+](=O)[O-],-7%,16%,2.0%,2%,-3%,
Cc1cccc2c(C(=O)n3cccn3)cc(-c3ccccc3Cl)nc12,?,-7%,1.4%,27%,-3%,
O=C(Cc1ccccc1)N1N=C(c2ccncc2)CC1(O)C(F)(F)F (centres undefined),32%,-11%,0.2%,-9%,4%,
Cc1cc(NC(=O)CSc2nnnn2-c2ccc(C(C)C)cc2)no1,64%,5%,1.6%,4%,3%,
O=C(CCN1C(=O)c2ccccc2S1(=O)=O)Nc1cccc2ccccc12,-8%,4%,2.8%,-4%,-5%,
Cc1onc(-c2ccccc2)c1C(=O)N1CCOCC1,-11%,-8%,i,-1%,2%,
O=C(NCCCCc1ccccc1)NC[C@@H]1CC[C@@H](Cc2ccc(-c3ccccc3)cc2)O1,/,/,i,/,11%,
O=C(Cc1ccc(S(=O)(=O)N2CCOCC2)s1)Nc1nc2c(s1)CCCC2,16%,-5%,i,-11%,9%,inhibitors of VEEV 10K pilot screen=2.7
COc1ccc(NC(=O)CC2C(=O)N(c3ccc(Cl)cc3)C(=S)N2NC(=O)c2cccc(F)c2)cc1 (centres undefined),-9%,-6%,1.7%,-2%,-6%,
N#CCCCCC#N,4%,/,0.6%,0%,-9%,
O=C(COC(=O)c1ccccc1[N+](=O)[O-])Nc1cccnc1Cl,-14%,-6%,0.6%,-5%,-10%,
Cc1cc(SCC(=O)c2ccccc2)nc(C)n1,24%,0%,1.3%,-5%,7%,
